ATXN viability: Viability Counterscreen for Primary qHTS for Inhibitors of ATXN expression; 400,000 compounds, 0.49% hits; S2 cells (HEK-293 line with an ATXN2-luciferase reporter) viability, CellTiter-Fluor protease fluorescence, 24 h; Potency, µM (top dose mostly 56.7 µM), usual class: cytotoxic; also: potency is read from the fitted curve at half-maximal effect; nearly all actives have a fitted effect of over 40% in size
HepG2 tox: qHTS for Inhibitors of TGF-b: Cytotox Counterscreen. Potency, µM (highest dose often 46.1 µM), for inactives: at the highest dose activity change, negative = cytotoxicity, usual class: cytotoxic. AID 588856, 2011. 410,000 compounds, 0.76% hits. HepG2 CAGA-GFP viability, ATP luminescence, 18 h; also: potency is read from the fitted curve at half-maximal effect; some results filed as inactive show a strong effect at the top dose
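CellTiter-Glo luminescence gave cytotoxicity after 18 hours at 37 degrees C. The cells were HepG2 CAGA-GFP in 1% FBS DMEM, stimulated with 500 pg/mL TGF-beta after compound addition. %Activity was normalised to no-cell wells (complete cell-killing) and DMSO (no toxicity), and curves were fitted and classified.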
Nrf2 block: Nrf2 qHTS screen for inhibitors; Potency, µM (doses to about 46 µM), without a hit: at the highest dose activity change, negative = inhibition, actives largely listed as inhibitors; 360,000 compounds, 2.1% hits; A549 ARE-Fluc reporter, luciferase luminescence, 18-24 h; also: potency is read from the fitted curve at half-maximal effect; % is scaled to controls: 0 for no effect and ±100 for the full control effect; nearly all actives have a fitted effect of over 60% in size
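Reporter: ARE-Fluc in A549. Exposure: 18-24 h, 37 °C, 5% CO2, 5% FBS OPTI-MEM. Readouts: fluorescent cytotoxicity (CellTiter-Fluor), then luminescent Nrf2 signal after BugLite.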
TGFb SMAD3 inh: qHTS for Inhibitors of TGF-b; HepG2 CAGA-GFP TGF-b/SMAD3 reporter, GFP fluorescence, 18 h; TGF-beta stimulated, 500 pg/mL final; Potency, µM (doses to about 46.1 µM), inactives show top-dose activity, negative = inhibition, usual class: inhibitors; 410,000 compounds, 1.2% hits; AID 588855, 2011; also: potency is read from the fitted curve at half-maximal effect; % is scaled to controls: 0 for no effect and ±100 for the full control effect; nearly all actives have a fitted effect of over 65% in size
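TGF-beta reporter screen: HEPG2 CAGA-GFP, 1% FBS, 500 pg/mL TGF-beta final, 18 h; per-cell GFP summed per well; curves fitted and categorized by class.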
MmCpn inh: Inhibitors of TCP-1 ring complex (TRiC) of Methanococcus maripaludis (MmCpn): qHTS. 330,000 compounds, 0.031% hits. Potency, µM (series often up to 76.9 µM), for inactives: top-dose activity, negative = inhibition, usual class: inhibitors. Chaperonin Mm-Cpn (Methanococcus maripaludis). purified Mm-Cpn ATPase, ADP Transcreener TR-FRET; also: potency is read from the fitted curve at half-maximal effect; % is scaled to controls: 0 for no effect and ±100 for the full control effect; nearly all actives have a fitted effect of over 80% in size
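ATPase turnover read by TR-FRET ADP competition (Eu cryptate antibody/ADP-d2, 665/590 nm): 10uM ATP final, 25nM Mm-CPN final, 30 min 37degC after 10-min compound preincubation, pH 7.4 Tris/KCl/MgCl2/DTT buffer.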
CCT modulator: High-Throughput Screening for Modulators of Cytosolic Chaperonin Activity; activity change, % (test concentration not listed), hits read low; purified chaperonin ATPase assay, HTRF ADP detection, 30 min; 360,000 compounds, 0.3% hits; in the data active = activity change below about -30%; also: % is scaled to controls: 0 for no effect and ±100 for the full control effect
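First, chaperonin was dispensed at 40 nM or 20 nM final depending on batch activity. Next, compounds were pinned at 76 uM and ATP added at 10 uM. After 30 min at 37 °C, ADP detection reagents ran 30 min at ambient temperature.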
Akt phos inh: HTS Assay for Inhibitors of Akt Phophorylation: Primary Screen; Neuro2A IGF-stimulated pAkt S473 HTRF, 20 min; stronger effect = lower value; activity change, % for hits at 50 µM; 360,000 compounds, 0.32% hits; AID 651550, 2012; in the data active = activity change below about -80%; inconclusive = mostly about -51% to -80%; also: % is scaled to controls: 0 for no effect and ±100 for the full control effect
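Single-point screen (50 µM final compound) in Neuro2A cells stimulated 20 min with 6 nM IGF at 37 deg C. After lysis, Ser473-phosphorylated Akt read by HTRF (ex 330 nm, em 615/665 nm) as the 665/615 ratio.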
A549 viability: Nrf2 qHTS screen for inhibitors: counterscreen for cytotoxicity | AID 504648, 2011 | A549 ARE-Fluc cells, CellTiter-Fluor viability, 18-24 h | 390,000 compounds, 0.16% hits | Potency, µM (doses to about 46 µM), inactives show at the highest dose activity change, negative = cytotoxicity, most hits filed as inhibitors; also: potency is read from the fitted curve at half-maximal effect; % is scaled to controls: 0 for no effect and ±100 for the full control effect
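Cytotoxicity counterscreen: CellTiter-Fluor fluorescence was measured in A549 ARE_Fluc cells after 18-24 h of compound exposure in a concentration series. The subsequent BugLite luminescent read reports ARE-luciferase activity.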
Nrf2 ARE act: qHTS of Nrf2 Activators; AREc32 ARE-luciferase reporter (MCF7-derived line), luminescence, 24 h; Potency, µM (titrated, usually from 46.1 µM), inactives show at the highest dose activation, actives largely listed as activators; 410,000 compounds, 0.31% hits; also: potency is read from the fitted curve at half-maximal effect; % of control where 0% means no effect; nearly all actives have a fitted effect of over 65% in size
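Luminescent ARE reporter assay in AREc32_Fluc cells: overnight plating at 37 deg C, 24 hr compound incubation, Steady-Glo added, 30 min RT before reading.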
Starred values were filed as active, the others as inactive; i = inactive; ? = inconclusive; . = no result given; [ ] = dose if it differs, or a comment. Unless noted, calls follow the shape of the dose curve; as a rule, active = well fitted curve in the direction sought with a large enough effect; inconclusive = small, poorly fitted or top-dose-only effect, or another doubt; inactive = no such curve, though single readings can be large; an effect the other way counts as inactive or inconclusive.

Compound,ATXN viability,HepG2 tox,Nrf2 block,TGFb SMAD3 inh,MmCpn inh,CCT modulator,Akt phos inh,A549 viability,Nrf2 ARE act
COc1ccc(N2CCN(C(c3cc(OC)ccc3OC)c3nnnn3CC3CCCO3)CC2)cc1 (stereo unspecified),i,0%,2%,-18%,-2%,-2.1,i,-7%,-0.7%
O=C(NCC1CC1)C1Cc2c(-c3ccc(Cl)cc3)ccnc2O1 (stereo unspecified),i,-2%,.,-2%,.,1.1,i,.,-0.6%[9.22 µM]
CCc1cc(-c2n[nH]c(=S)n2CC(C)C)cs1,i,-4%,9%,-14%,-3%,0.7,i,-4%,0.4%
CCOc1ccc(C(C)(C)C)cc1S(=O)(=O)Nc1ccncc1,?,-20%,11%,-11%,1%,-0.5,i,-6%,0.4%
CCOC(=O)c1c(C)[nH]c(C(=O)Nc2cc(OCC)c(N3CCOCC3)cc2OCC)c1C,i,-17%,-8%,-5%,0%,-3.6,i,2%,-1.1%
Cc1c(-n2c(SCC(=O)O)nnc2-c2ccccc2Br)c(=O)n(-c2ccccc2)n1C,i,-1%,9%,24%,-1%,-4.0,i,4%,0.2%
CCc1ccc(-n2nc3ccc(NC(=O)COc4ccc(OC)cc4)cc3n2)cc1,.,-17%,1.6µM*,-10%,.,.,.,-6%,3.5%
Cc1ccc(S(=O)(=O)c2cn(Cc3ccccc3)c3cc(N4CCCC4)c(F)cc3c2=O)cc1,.,12%,9%,10%,.,.,.,5%,-0.4%
O=C(COc1ccc(Br)cc1Cl)NNC(=O)c1ccccc1,?,-7%,5%,10%,-1%,-2.2,i,0%,0.2%
N#C/C(=C/c1ccccc1OCc1ccc(F)cc1)c1ccc(C(=O)O)cc1,i,-1%,?,2%,-3%,-0.5,i,-5%,0.6%
Cc1cccc(C)c1NC(=O)Cn1cc(C(=O)c2ccco2)c2ccccc21,i,-19%,-10%,-9%,.,.,.,-2%,1.0%
CCc1ccc(OC2=NS(=O)(=O)c3ccccc32)cc1,i,-14%,5%,-26%,1%,2.7,i,7%,-1.2%
CCOc1cc(C)c(C(C)C)cc1S(=O)(=O)N1CC(C)OC(C)C1 (stereo unspecified),i,-9%,.,2%,0%,-3.7,i,?,-0.8%
Cc1cccc(/C=N/NC(=O)c2ccc(NC(=O)c3ccc(Cl)cc3)cc2)n1,i,-69%,?,13µM*,2%,0.0,i,-3%,2.4%
C#CCN1C(C)=CC(=O)[C@@H](O)[C@H]1c1ccccc1Br,i,-10%,6%,-7%,.,-1.6,i,2%,-1.6%
Cc1cc(C)cc(CN2CCC(Oc3ccc(C(=O)N4CCCC4)cc3)CC2)c1,?,-22%,-10%,-4%,1%,-1.6,i,?,-0.1%
CCOC(=O)c1c(NC(C)=O)sc2c(OC)cccc12,i,-16%,19%,5%,?,-0.5,i,-5%,0.0%
Cc1cc(N(C)C)nc(SC(C)C)n1,i,-1%,11%,-5%,2%,-1.6,i,-1%,-0.3%
Cc1ccc(NCC(=O)N/N=C/c2cccc(Br)c2)cc1,.,-58%,-6%,-15%,-3%,-0.8,i,-1%,0.6%
COc1cccc(C(=O)C2CCCN(Cc3ccc(OC)c(Cn4cncn4)c3)C2)c1 (stereo unspecified),i,-15%,-1%,?,1%,-0.9,i,-2%,1.1%

Quoted from the listing:
Under CCT modulator, O=C(COc1ccc(Br)cc1Cl)NNC(=O)c1ccccc1 has -2.2
Under HepG2 tox, O=C(NCC1CC1)C1Cc2c(-c3ccc(Cl)cc3)ccnc2O1 (stereo unspecified) has -2%

Further structures:
Compound,ATXN viability,HepG2 tox,Nrf2 block,TGFb SMAD3 inh,MmCpn inh,CCT modulator,Akt phos inh,A549 viability,Nrf2 ARE act
Cc1cc(C)cc(Cn2cc(CN3CC(N4CCCCC4)CS3(=O)=O)nn2)c1 (stereo unspecified),i,.,.,.,.,1.8,i,.,0.0%
COc1c2ccoc2c(OC[C@@H](O)C(C)(C)OC)c2oc(=O)ccc12,i,-5%,-3%,?,-1%,-0.9,i,-5%,0.6%
COc1ccc(C)cc1-n1nnnc1SCc1cc(=O)n2cc(C)ccc2n1,i,-10%,13µM*,-4%,0%,-0.1,i,-21%,-0.4%
COc1ccc(NC(=O)CN2CCN(S(=O)(=O)N3CCCCCC3)CC2)cc1,i,-11%,-9%,?,0%,-0.7,i,-8%,-0.6%
CCOc1ccc(-c2cn[nH]c2N)cc1,?,-3%,21%,7%,0%,1.6,i,-21%,-0.6%
[O-][N+](=Cc1ccccc1)c1ccc(Cl)cc1,i,-29%,?,?,.,-0.7,i,1%,7.9%
Cc1noc(C)c1S(=O)(=O)N(Cc1ccccc1)C(C)C,i,3%,2%,4%,1%,1.8,i,5%,-0.4%
Cn1ccc(C(=O)Nc2cccnc2Cl)n1,i,-1%,6%,-19%,-1%,-2.2,i,-1%,0.2%
Cc1cc2ccccn2c1C(=O)c1ccc(NN)c([N+](=O)[O-])c1,?,3%,11%,?,1%,-1.3,i,?,?
CCc1nc(SCC(=O)c2cccs2)c2oc3ccccc3c2n1,.,-74%,-26%,-18%,-6%,-0.4,.,-6%,3.7%
Cc1cccn2c(=O)c(/C=C(\C#N)c3nc4ccccc4s3)c(Oc3ccc(Br)cc3)nc12,i,2%,20%,2%,.,.,.,0%,7.3%
COCCNc1nnc(Cc2ccccc2)c(=O)[nH]1,i,-5%,?,-20%,1%,1.0,i,7%,0.5%
O=C(O)/C=C/C(=O)Nc1ccc(NC(=O)c2ccccc2)c(Cl)c1,i,-12%,16%,-12%,1%,1.5,i,4%,2.2%
O=C(CSc1nnc2ccccn12)NC(=O)NC1CCCCC1,i,-1%,-11%,-16%,2%,-7.1,i,-9%,0.5%
Clc1ccc(Cn2c(/C=C/c3ccco3)nc3ccccc32)cc1,i,8%,21%,3%,-2%,-0.5,i,-3%,?
Cc1cc(Cl)ccc1OC(C)C(=O)NCCc1ccc2c(c1)OCCO2 (stereo unspecified),i,-37%,?,-30%,3%,-1.2,i,-8%,2.2%
CCn1cc(CCCC(=O)NCc2ccc(OC)cc2)c2ccccc21,i,-7%,?,-2%,1%,-0.8,i,1%,0.2%
O=C(Nc1cccc2ccccc12)N1CC=CCC1,i,10%,-3%,0%,-2%,-4.9,i,-16%,2.7%
COc1ccc(CNC(=O)c2cc(=O)[nH]c3ccc(S(=O)(=O)N4CCCC4)cc23)c(OC)c1,.,2%,.,-19%,.,.,.,5%,0.4%
O=C(c1ccc(S(=O)(=O)NCc2ccco2)cc1)N1CCN(Cc2ccc3c(c2)OCO3)CC1,i,7%,?,?,-1%,-1.8,i,-8%,9.4%

(further entries)
Compound,ATXN viability,HepG2 tox,Nrf2 block,TGFb SMAD3 inh,MmCpn inh,CCT modulator,Akt phos inh,A549 viability,Nrf2 ARE act
CCOC(=O)c1c(NC(=O)COC(=O)C2CC2C)sc(C)c1C (stereo unspecified),i,2%,-18%,-4%,0%,-2.4,i,-1%,3.7%
O=C(Nc1ccc2c(c1)OCO2)c1cc(-c2ccncc2)nc2ccccc12,i,3%,7%,?,-1%,0.3,i,?,-0.3%
O=C(Nc1ccc2c(c1)OCO2)c1ccc(CN2CCOCC2)cc1,i,-38%,-22%,1%,-1%,-0.9,i,-25%,0.9%
CCOC(=O)C(CC(=O)O)=C(c1ccccc1)c1ccccc1,i,-5%,1%,8%,4%,0.5,i,1%,-1.8%
COc1ccc(OC)c(N(CC(=O)N2CCOCC2)S(C)(=O)=O)c1,?,13%,0%,1%,0%,-1.7,i,-2%,-0.8%
CC(C)(C)n1ncc2c(=O)n(CC(=O)NCc3ccccc3)cnc21,i,-7%,?,15%,1%,1.2,i,-21%,-0.5%
C=CCn1c2ccccc2c2nnc(SCCCn3c(=O)[nH]c4ccccc43)nc21,.,-29%,13µM*,-27%,-5%,-0.7,i,-14%,0.1%
COc1ccc(OC)c(CNC(=O)c2ccc(Sc3ccc(Cl)cc3)c(NC(C)=O)c2)c1,.,-35%,.,0%,.,.,.,4%,-0.2%
CCOC(=O)c1ccc(NC(=O)CSc2nccn2-c2cc(C)cc(C)c2)cc1,i,-25%,.,-28%,.,.,.,-1%,-0.4%
COC(=O)c1c(-c2cccs2)csc1NC(=O)c1ccc(OC)c(OC)c1,?,1%,-10%,4%,.,.,.,0%,-0.4%
C[C@@]12C(=O)N(c3cccc(F)c3)C(=O)N1[C@H](c1ccc(F)cc1)[C@@H]1C(=O)N(C3CCCCC3)C(=O)[C@@H]12,i,0%,-16%,?,1%,-1.1,i,-6%,0.0%
CS(=O)(=O)N1N=C(c2cccs2)CC1c1ccccc1O (stereo unspecified),i,-23%,?,1%,-3%,-0.2,i,0%,0.3%
O=C(CN1CCOCCOCCN(CC(=O)Nc2ccccc2)CCOCC1)Nc1ccccc1,i,9%,-17%,1%,0%,-3.3,i,-12%,-0.5%
COc1cc(C2c3cc4c(cc3OC(NCCc3ccccc3)C2C)OCO4)cc(OC)c1OC (stereo unspecified),i,-10%,24%,?,.,2.7,i,?,2.5%
O=C(NCCc1ccccc1)C1CCN(c2nc3ccccc3o2)CC1,i,-6%,.,16%,-2%,-1.4,i,2%,-0.9%
O=S(=O)(c1ccc(Cl)c(C(F)(F)F)c1)N1CCN(c2ccccn2)CC1,.,-18%,?,-11%,1%,-0.2,i,7%,0.2%
